Screening results as filed in PubChem.
KDM5B inhibitor = Primary screen for KDM5B Histone Demethylases FDH-coupled qHTS; Potency, µM (doses to about 57.7 µM), for the others: top-dose activity change, negative = inhibition, most hits filed as inhibitors; KDM5B demethylase, FDH-coupled NADH fluorescence (FDH is formaldehyde dehydrogenase); 220,000 compounds, 2.6% hits; AID 1347165, 2019; Lysine-specific demethylase 5B (Homo sapiens), Q9UGL1; active means well fitted inhibition curve with a large enough effect; inconclusive means small, poorly fitted or top-dose-only effect; inactive means no such curve, though single readings can be large or run the other way; further: 0% is about no effect; nearly all actives have a fitted effect of over 70% in size
Target sequence (Q9UGL1 whole entry, looked up): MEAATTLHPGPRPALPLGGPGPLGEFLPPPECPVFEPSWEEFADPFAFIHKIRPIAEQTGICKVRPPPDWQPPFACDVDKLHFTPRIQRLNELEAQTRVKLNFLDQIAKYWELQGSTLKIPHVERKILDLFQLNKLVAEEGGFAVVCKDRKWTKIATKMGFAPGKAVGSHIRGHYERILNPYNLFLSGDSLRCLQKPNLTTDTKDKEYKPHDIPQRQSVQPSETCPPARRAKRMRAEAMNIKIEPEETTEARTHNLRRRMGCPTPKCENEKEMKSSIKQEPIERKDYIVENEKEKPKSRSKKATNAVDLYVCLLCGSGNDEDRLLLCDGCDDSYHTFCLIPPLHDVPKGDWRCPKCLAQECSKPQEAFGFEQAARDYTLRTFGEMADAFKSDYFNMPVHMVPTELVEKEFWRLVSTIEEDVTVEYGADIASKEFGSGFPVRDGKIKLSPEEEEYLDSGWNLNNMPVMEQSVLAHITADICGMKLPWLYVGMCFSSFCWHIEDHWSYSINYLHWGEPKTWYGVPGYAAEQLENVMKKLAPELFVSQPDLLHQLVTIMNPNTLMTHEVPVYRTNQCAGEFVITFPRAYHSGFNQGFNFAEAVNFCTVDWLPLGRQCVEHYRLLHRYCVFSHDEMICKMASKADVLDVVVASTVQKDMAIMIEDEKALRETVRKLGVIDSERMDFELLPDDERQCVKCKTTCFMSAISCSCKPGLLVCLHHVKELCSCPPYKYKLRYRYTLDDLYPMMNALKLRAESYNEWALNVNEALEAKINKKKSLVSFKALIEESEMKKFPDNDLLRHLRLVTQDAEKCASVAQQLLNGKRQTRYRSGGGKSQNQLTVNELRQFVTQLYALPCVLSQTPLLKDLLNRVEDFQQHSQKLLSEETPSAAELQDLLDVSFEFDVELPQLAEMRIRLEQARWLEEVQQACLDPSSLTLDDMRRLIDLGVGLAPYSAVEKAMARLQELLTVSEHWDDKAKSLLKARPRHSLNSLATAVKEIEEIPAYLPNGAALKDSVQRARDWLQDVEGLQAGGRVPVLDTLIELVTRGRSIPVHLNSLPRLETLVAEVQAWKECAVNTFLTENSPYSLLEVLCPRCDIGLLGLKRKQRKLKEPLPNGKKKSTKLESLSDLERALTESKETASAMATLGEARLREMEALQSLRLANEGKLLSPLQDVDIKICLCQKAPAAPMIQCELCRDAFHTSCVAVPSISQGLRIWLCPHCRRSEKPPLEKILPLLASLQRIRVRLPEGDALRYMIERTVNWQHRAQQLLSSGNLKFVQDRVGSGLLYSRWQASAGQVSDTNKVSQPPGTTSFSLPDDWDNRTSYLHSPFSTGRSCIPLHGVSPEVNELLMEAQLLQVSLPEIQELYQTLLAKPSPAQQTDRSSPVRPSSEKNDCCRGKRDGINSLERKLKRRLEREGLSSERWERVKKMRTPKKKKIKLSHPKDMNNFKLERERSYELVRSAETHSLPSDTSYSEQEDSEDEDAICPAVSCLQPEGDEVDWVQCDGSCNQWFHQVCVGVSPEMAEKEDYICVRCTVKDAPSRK
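Here, H3K4me3 peptide (12.5 µM in substrate mix) is demethylated by KDM5BΔAP, 200 nM final, after 10 min compound exposure. Formaldehyde product is coupled through FDH (0.25 U/mL in mix) to NADH fluorescence; 30-min ΔRFU feeds dose-response curves.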
Numbers without * were called inactive; i = inactive; ? = inconclusive; [ ] = another dose, or the depositor's remark. Potency means the concentration at half of the fitted maximal effect. These rows are one share of the data; rates above refer to the full screens.

| cpd | KDM5B inhibitor | SMILES |
| --- | --- | --- |
| 1 | 1%[86.2 µM] | CCN(CC)C(=O)[C@@H]1CCC[C@@H](NC(=O)C2CCOCC2)CN(C)C(=O)C1 |
| 2 | 21%[149 µM] | O=C(C1CCc2nnc(-c3ccc(Cl)nc3)n21)N1CCCC1 (configuration not stated) |
| 3 | -31% | CCOc1ccccc1/C=N/Nc1nc2c(N)ncnc2n1[C@H]1O[C@@H](CO)[C@H](O)[C@@H]1O |
| 4 | -11% | Cc1ccc2cc(CN(CC(C)C)S(=O)(=O)c3ccc(Cl)cc3)c(=O)[nH]c2c1 |
| 5 | -16% | COC(=O)[C@H](C(C)C)N(CCc1cn(CC2CCCCC2)nn1)S(=O)(=O)c1ccccc1Br |
| 6 | -16% | O=C1CCN(C(=O)Cc2cccc(F)c2)CCCOCCN1 |
| 7 | 18% | CC(C)(C)OC(=O)N1CCC(c2c(C(=O)NCc3ccccc3)cnn2-c2ccc(F)cc2)CC1 |
| 8 | -3% | NC(=O)C1CCN(c2ncnc3c2cnn3-c2cccc(Cl)c2)CC1 |
| 9 | 45%[activator] | CS(=O)(=O)Nc1ccc(Oc2ncccn2)cc1 |
| 10 | -20% | CC1CCc2c(sc3nnn(Cc4cccc(C(=O)OC(C)C)c4)c(=O)c23)C1 (configuration not stated) |
| 11 | 8% | CC(=O)Nc1ccc(S(=O)(=O)N[C@H]2CO[C@H]3[C@@H]2OC[C@@H]3n2nnnc2Oc2ccc3c(c2)OCO3)cc1 |
| 12 | -15% | CN(c1ccccc1)c1nc2c(c(=O)n(C)c(=O)n2C)n1CC(=O)O |
| 13 | -10% | CCc1noc(CN2CCOc3c(O)cc(-c4ccccc4C)cc3C2)n1 |
| 14 | 29% | COc1ccc(CNC(=O)N2CCCC2c2noc(COc3ccc(C)cc3)n2)cc1 (configuration not stated) |
| 15 | ? | Cc1[nH][nH]c(=O)c1C(c1cccc(OCc2ccc(Cl)cc2)c1)c1c(C)[nH][nH]c1=O |
| 16 | 0% | COc1ccc(NC(=O)CN(C)S(=O)(=O)c2cccc3nsnc23)cc1 |
| 17 | ? | CC(C)c1nc(NC2CCCC2)ncc1C(=O)O |
| 18 | ? | Cc1ccc(CNC(=O)c2cc3ccc4cccnc4c3[nH]2)cc1 |
| 19 | 8% | CCOC(=O)c1nc(C)[nH]c1C(=O)OCC |
| 20 | 26% | Cc1ccc(N=C2C=CC(C)(C(Cl)(Cl)Cl)C=C2)cc1 (configuration not stated) |
| 21 | 1% | O=C1CN(C(=O)Cc2ccc(F)cc2)C(c2ccc(F)cc2)c2cc(Cl)ccc2N1 (configuration not stated) |
| 22 | ? | COc1ccc(OC)c(S(=O)(=O)N[C@H]2CO[C@H]3[C@@H]2OC[C@H]3OC(=O)Nc2cccc(C(F)(F)F)c2)c1 |
| 23 | 8% | COc1cc(NC(=O)Cn2ccn3nc4c(c3c2=O)CCCCC4)cc(OC)c1OC |
| 24 | 6% | CCn1c(COc2ccc(Cl)cc2)n[nH]c1=S |
| 25 | 0% | NCCC1C2CC3CC(C2)CC1C3 (configuration not stated) |
| 26 | 9% | CCOCc1nc(C2CCCN(C(=O)Cc3ccccc3C)C2)no1 (configuration not stated) |
| 27 | 32µM* | c1ccc(OCC2CN(Cc3ccncc3)CC23CN(c2ccccc2)C3)cc1 (configuration not stated) |
| 28 | 0% | C/C(=N\Nc1ccccn1)c1ccc(Br)s1 |
| 29 | ? | O=C(O)c1cccc(-c2ccc(/C=N/O)o2)c1 |
| 30 | 17% | CCCCC/C=N/NC(=O)c1[nH]c2ccc([N+](=O)[O-])cc2c1C |
| 31 | 25µM* | O=C1CC(c2ccccc2)N(C(=O)CNC(=O)c2ccc3cc[nH]c3c2)CCCCCN1 (configuration not stated) |
| 32 | -23% | Cc1ccc(-c2cc(C(=O)NCc3cnn(C)c3C)c3cc(Br)ccc3n2)cc1 |
| 33 | 10% | CCOC(=O)CSc1nc2c(c(=O)n(C)c(=O)n2C)n1CCCc1ccccc1 |
| 34 | 14% | Cc1cc(C)n(Cc2cccc(C(=O)N3CCC4(CC3)[C@H](O)C[C@@H]4O)c2)n1 |
| 35 | 6% | CC1CCc2noc(NC(=O)c3ccc(Cl)cc3)c2C1 (configuration not stated) |
| 36 | -24% | CCOc1ccc(NC(=O)C(CC)Oc2ccc(F)cc2)c2cccnc12 (configuration not stated) |
| 37 | 11% | CCCN(Cc1cc(=O)[nH]c2c(C)cc(C)cc12)C(=O)Nc1ccccc1OC |
| 38 | ? | CC(NC(=O)c1cc2n(n1)CC(c1ccc3c(c1)OCO3)OC2)c1ccccc1 (configuration not stated) |
| 39 | -9% | COc1ccc(-n2nc(C3CCN(C(=O)c4ccc(Cl)nc4)CC3)[nH]c2=O)cc1 |
| 40 | -20% | COc1ccc(-c2ccnc3[nH]n(-c4ccccc4)c(=O)c23)cc1 |
| 41 | ? | CCCC(=O)n1nc(-c2cccs2)nc1NCc1ccc(C)o1 |
| 42 | -18% | Cc1noc([C@H]2CCN(C(=O)COc3ccc(F)cc3)C[C@H]2NC(=O)C2CC2)n1 |
| 43 | -22% | COC(=O)CSc1ncc2c(n1)-c1ccccc1N(Cc1cccc(F)c1)S2(=O)=O |
| 44 | i | CN(C)CCCNc1oc(/C=C/c2ccc(F)cc2)nc1C#N |
| 45 | 28µM* | O=C(Cc1c[nH]c2ncc(-c3ccc(F)cc3)cc12)NCc1cccnc1 |
| 46 | -17% | COCCn1ncc(N2CCCC(CC(=O)Nc3ccccc3OC)C2)cc1=O (configuration not stated) |
| 47 | ? | Oc1ccc(CN2CC(CNc3ccccc3)C3(C2)CN(c2ccccc2)C3)cc1 (configuration not stated) |
| 48 | 0% | On1nnc2ccccc21 |
| 49 | -7% | O=C(O)CN(CCO)CCO |
| 50 | 19% | COCCn1cnnc1SC(C)C(=O)c1ccc(F)cc1 (configuration not stated) |
| 51 | 22% | CC(=O)Nc1ccc(NC(=O)C2CCCN2C(=O)Nc2ccc(F)cc2)cc1 (configuration not stated) |
| 52 | -20% | CCOc1ccccc1NC(=O)CSc1nc2ccccc2nc1Cc1ccc(C)cc1 |
| 53 | -14% | Cc1ccc(CNC(=O)CSc2nc3ccccc3o2)cc1 |
| 54 | -8% | COC(=O)CNC(=O)c1cc2sccc2n1Cc1ccccc1 |
| 55 | 10% | CC(C)Cn1c(=O)n(CC(C)N2CCCC2)c2cc(C(=O)O)cnc21 (configuration not stated) |
| 56 | 2% | Cc1sc2ccn(C)c(=O)c2c1C(=O)N1CCN(c2ccc(Cl)cc2)CC1 |

(more compounds)
| cpd | KDM5B inhibitor | SMILES |
| --- | --- | --- |
| 57 | -10% | Cc1cccc(-n2c(=O)c3c(cc(C)n3C)n(CC(=O)Nc3ccc4c(c3)OCO4)c2=O)c1 |
| 58 | -74% | O=c1ccc2cc(S(=O)(=O)NCc3ccc(Br)cc3)ccc2[nH]1 |
| 59 | 17% | CCCCOC(=O)c1ccc(NC(=O)c2cc(=O)c3ccc(C)cc3o2)cc1 |
| 60 | 13% | CNC(=O)CNC(=O)c1cc(Br)ccc1Cl |
| 61 | 5% | Cc1ccc2[nH]cc(CCNC(=O)/C=C/c3ccco3)c2c1 |
| 62 | 9% | Cc1c(C(=O)OCC(=O)N(C)c2ccccc2)oc2ccccc12 |
| 63 | -22% | NCc1ccc(OCc2cccc(F)c2)cc1 |
| 64 | 7% | O=C(COC(=O)COc1ccc2ccccc2c1)Nc1ccccc1 |
| 65 | 13% | COc1cc(-c2nc(SCC(=O)Nc3ccc4c(c3)OCO4)c(-c3ccccc3)[nH]2)cc(OC)c1OC |
| 66 | 14% | Cc1nnc(Cn2cnc3c2c(=O)n(C)c(=O)n3C)o1 |
| 67 | -3% | CCOC(=O)c1ccccc1NC(=O)CSc1nc2ncccc2o1 |
| 68 | -16% | COc1cccc2cc(CC(=O)c3ccc(C)cc3C)c(=O)oc12 |
| 69 | ? | COC(=O)c1c(NC(=O)CN(C)CC(=O)Nc2ccc(C)cc2)sc2c1CCC(C)C2 (configuration not stated) |
| 70 | 7% | COc1cccc(C(=O)Nc2ccc3oc(-c4ccccc4C)cc(=O)c3c2)c1 |
| 71 | ? | CCCCOc1ccc(C(=O)NCCc2sc(-c3cccc(F)c3)nc2C)cc1 |
| 72 | 15% | O=C(Nc1ccc(Br)cc1Cl)C12CC3CC(CC(C3)C1)C2 |
| 73 | -13% | Cc1ccc(Nc2nc3ccccc3nc2NS(=O)(=O)c2cccs2)cc1 |
| 74 | 5% | COc1cc(C(=O)Nc2c(NCC3CCCCC3)c3ccccc3oc2=O)cc(OC)c1OC |
| 75 | 34% | COc1cc(/C=C/C(=O)O)cc(S(=O)(=O)N2CCCc3ccccc32)c1OC |
| 76 | 41%[activator] | COc1ccc(NC(=O)CC(C)c2ccccc2)cc1S(=O)(=O)N1CCOCC1 (configuration not stated) |
| 77 | -11% | CCOc1ccc(C(=O)N2CCC3(CC2)C(=O)N(C)c2ccccc23)cc1OCC |
| 78 | 32µM* | COc1cccc(-c2cc3c(=O)n(CCNC(=O)c4cc(C)cc(C)c4)ccn3n2)c1 |
| 79 | ? | Cc1cc(-c2nc3ncccc3[nH]2)c(C)[nH]1 |
| 80 | ? | CCS(=O)(=O)N1CCc2cc(C(=O)Nc3ccc(C)c(Cl)c3)ccc21 |
| 81 | ? | CNC(=O)CCn1ncc2cc(OCc3ccccc3-c3cnc(OC)nc3)ccc21 |
| 82 | -15% | COc1ccc(CC(=O)Nc2ccc([C@@H](O)[C@H]3COCC(=O)N3Cc3ccc(C(F)(F)F)cc3)cc2)cc1 |
| 83 | ? | CCN1CCN(c2oc(/C=C/c3ccccc3OC)nc2C#N)CC1 |
| 84 | -2% | O=C(NCCc1ccccc1)N1CCC2(CC1)CC(N1CCOCC1)CCO2 (configuration not stated) |
| 85 | 11% | CC(=O)Nc1ccc(NC(=O)CSc2nc3ccccc3c(=O)[nH]2)cc1 |
| 86 | 11% | Cc1nc2ccc(NC(=O)C3COc4ccccc4O3)cc2s1 (configuration not stated) |
| 87 | -17% | COc1cccc(CN(C(=O)c2oc3ccc(Br)cc3c2C)C2CCS(=O)(=O)C2)c1 (configuration not stated) |
| 88 | 7.1µM* | CCN(C(=O)CCC(=O)N1CCc2nc3cc(-c4ccc(OC)cc4)[nH]n3c(=O)c2C1)c1ccccc1 |
| 89 | -4% | COc1ccc(C(=O)N2C(C(=O)NC3CC3)COC23CCN(C(=O)Cc2cccs2)CC3)cc1 (configuration not stated) |
| 90 | -3% | CCOc1ccc(CCNC(=O)Cn2nnc(-c3ccccc3)n2)cc1OCC |
| 91 | 20µM* | COc1ccc(NC(=O)c2ccc3c(c2)NC(C)(COc2ccc4[nH]ccc4c2)CO3)cn1 (configuration not stated) |
| 92 | 32µM* | CCOCC1(C)COc2ccc(C(=O)Nc3ccccn3)cc2N1 (configuration not stated) |
| 93 | ? | COCC(=O)N1CCCC(C(=O)NCCNc2ncccc2C)C1 (configuration not stated) |
| 94 | -20% | COC[C@@H]1CN(C(=O)Cc2cc(C)no2)C[C@H]1c1ccncc1 |
| 95 | -1%[86.2 µM] | O=S(=O)(N[C@H]1[C@H](O)[C@H](O)C[C@@H]1c1cncnc1)c1ccc(Cl)cc1 |
| 96 | 9% | C=CCn1nc(C)c(CN2CC[C@H](N3CCN(C)CC3)[C@H](CCC(=O)O)C2)c1C |
| 97 | -10% | CSc1cccc(NC(=O)CN2C(=O)CCc3cc(S(=O)(=O)N4CCCCC4)ccc32)c1 |
| 98 | ? | CCc1[nH]c2ccc(CNC(=O)[C@H]3[C@@H]4C=C[C@@]5(CN(C)C(=O)[C@@H]35)O4)cc2c1C |
| 99 | -8%[86.2 µM] | CC1(C)C(=O)N(Cc2ccccc2)[C@H]2CN(Cc3ccc(C#N)cc3)C[C@H]2[S+]1(=O)[O-] |
| 100 | ? | COc1ccccc1Cn1ccn(CC(=O)Nc2c(C)cc(C)cc2C)c(=O)c1=O |
| 101 | -1% | CC(C)Oc1cccc2c1c(NC(=O)C1CC(=O)N(C)C1)nn2Cc1ccccc1 (configuration not stated) |
| 102 | ? | COCCCNC(=O)Cc1c(C)c2c(cc(C)c3c(C(C)(C)C)coc32)oc1=O |
| 103 | -25% | CCOc1ccc(-c2c(C)nn3c(C)c(C(=O)NCCN(C)C)cnc23)cc1OCC |
| 104 | 1% | COC(=O)C1=C(C)NC(=O)NC1c1cccc(Oc2ccc(Cl)cc2)c1 (configuration not stated) |
| 105 | 11% | Cc1nnc(NC(=O)c2csc(NC3CC3)n2)s1 |
| 106 | 6% | CCCNc1cc(N2CCC(CCC(=O)O)CC2)ncn1 |
| 107 | 1% | CC(C)N1CCN(C(=O)c2cnc(-c3ccccc3)nc2-c2ccncc2)CC1 |
| 108 | ? | O=C(c1nnc(CNc2ccc(F)cc2)n1-c1ccccc1)N1CCC[C@@H]1C(c1ccccc1)c1ccccc1 |
| 109 | -3% | Cc1ccc2nc(NC(=O)CSc3nccn3Cc3ccc(Cl)cc3)sc2c1 |
| 110 | 13% | O=C(c1ccc(F)cc1)N1CCC2(CC1)COc1ccccc1NC2=O |
| 111 | 0% | COc1ccc(OCc2nc(C#N)c(N3CCOCC3)o2)cc1 |
| 112 | ? | O=C(Nc1nccs1)c1cc(-c2ccc(F)cc2)nc2ccccc12 |

Following part.
| cpd | KDM5B inhibitor | SMILES |
| --- | --- | --- |
| 113 | -19% | Cn1cnc(S(=O)(=O)N2CC(N(CC3CC3)C3CCOCC3)C2)c1 |
| 114 | 13% | CCC(=O)NC(=S)Nc1ccc(NC(=O)c2cccnc2)cc1 |
| 115 | 17% | CC(NCc1ccco1)c1ccccc1 (configuration not stated) |
| 116 | -13% | Cc1ccc(Cl)cc1NC(=O)CSc1nc(C)c(C)c(C)c1C#N |
